Screens deposited in PubChem BioAssay by National Center for Advancing Translational Sciences (NCATS).
p53 reactivator: mutant p53 re-activation in reporter cells; Potency, µM (series often up to 92.2 µM), inactives show top-dose activity change, positive = activation, actives largely listed as activators; 320,000 compounds, 0.063% hits; H1299 p53-A138V BP100-luciferase reporter, luminescence, 24 h; also: potency is read from the fitted curve at half-maximal effect; % of control where 0% means no effect; nearly all actives have a fitted effect of over 45% in size
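p53-null H1299 cells stably carrying temperature-sensitive p53-A138V and a BP100-luciferase reporter were pinned with compounds (4-point, 1:5 series) and held 24 hrs at 37 deg C. Luminescence was read 10 min after detection reagent.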
USP2a block: inhibitors of human ubiquitin-specific protease USP2a; O75604; USP2 core, Ub-CHOP2 coupled fluorogenic reporter, 485/531; Potency, µM (titrated, usually from 38.3 µM), for the others: at the highest dose activity change, negative = inhibition, actives largely listed as inhibitors; 330,000 compounds, 0.01% hits; AID 463254;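 also: potency is read from the fitted curve at half-maximal effect; plate controls were DMSO wells for no effect and full inhibition by NEM control for full effect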
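Cell-free coupled assay: 10nM USP2 core preincubated 30min RT with compound in Tris-HCl pH 8.0/CaCl2/CHAPS buffer, then 25nM Ub-CHOP2 and 25nM reporter substrate; fluorescence (Ex 485/Em 531) read after 60min RT, normalized to NEM inhibition, concentration-response curves fitted.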
BRCA1 expr up: BRCA1 expression activation; MCF7-BRCA1-FFLuc reporter, luminescence, 48 h; response scale: scaled: vehicle 0%, 10 µM genistein 100%; Potency, µM (top dose mostly 46.1 µM), inactives show top-dose activation, actives largely listed as activators; 380,000 compounds, 1.1% hits; also: potency is read from the fitted curve at half-maximal effect; nearly all actives have a fitted effect of over 80% in size; some results filed as inactive show a strong effect at the top dose
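Luminescence from a BRCA1-driven firefly luciferase in MCF7 cells was the read-out, taken 15 min after substrate addition following 48 h compound exposure at 37 °C. Data were normalized to a 10 microM genistein control and DMSO vehicle.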
B2AR arrestin: agonists driving beta-arrestin recruitment to human beta2-adrenergic receptor | P07550 | AID 492947 | Potency, µM (highest dose often 46.1 µM), for inactives: top-dose activation, usual class: activators | 330,000 compounds, 0.02% hits | beta-arrestin recruitment to beta2AR, cell-based reporter;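 also: potency is read from the fitted curve at half-maximal effect; 0% = DMSO controls and full agonism = EC100 isoproterenol or metaproterenol; nearly all actives have a fitted effect of over 65% in size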
Target sequence (P07550 whole entry, looked up): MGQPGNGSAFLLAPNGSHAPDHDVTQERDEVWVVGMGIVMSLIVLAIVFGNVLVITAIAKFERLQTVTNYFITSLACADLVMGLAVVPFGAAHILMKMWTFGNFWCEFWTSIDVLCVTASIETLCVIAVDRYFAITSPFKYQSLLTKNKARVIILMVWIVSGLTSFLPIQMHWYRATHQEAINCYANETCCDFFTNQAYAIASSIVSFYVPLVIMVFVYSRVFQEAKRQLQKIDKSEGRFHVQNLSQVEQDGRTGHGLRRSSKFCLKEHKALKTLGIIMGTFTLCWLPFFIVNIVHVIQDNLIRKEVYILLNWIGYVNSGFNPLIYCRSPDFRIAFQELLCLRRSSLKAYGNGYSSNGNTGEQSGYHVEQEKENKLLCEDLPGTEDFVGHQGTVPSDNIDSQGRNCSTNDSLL
ASM inhibitor: blocks human secretory acid sphingomyelinase; P17405; placental ASM, HMU-PC fluorogenic substrate, 60 min; Potency, µM (doses to about 57.5 µM), for inactives: at the top dose activity change, negative = inhibition, most hits filed as inhibitors; 340,000 compounds, 0.006% hits; AID 504937; also: potency is read from the fitted curve at half-maximal effect
Target sequence (P17405 47-631 limits assumed): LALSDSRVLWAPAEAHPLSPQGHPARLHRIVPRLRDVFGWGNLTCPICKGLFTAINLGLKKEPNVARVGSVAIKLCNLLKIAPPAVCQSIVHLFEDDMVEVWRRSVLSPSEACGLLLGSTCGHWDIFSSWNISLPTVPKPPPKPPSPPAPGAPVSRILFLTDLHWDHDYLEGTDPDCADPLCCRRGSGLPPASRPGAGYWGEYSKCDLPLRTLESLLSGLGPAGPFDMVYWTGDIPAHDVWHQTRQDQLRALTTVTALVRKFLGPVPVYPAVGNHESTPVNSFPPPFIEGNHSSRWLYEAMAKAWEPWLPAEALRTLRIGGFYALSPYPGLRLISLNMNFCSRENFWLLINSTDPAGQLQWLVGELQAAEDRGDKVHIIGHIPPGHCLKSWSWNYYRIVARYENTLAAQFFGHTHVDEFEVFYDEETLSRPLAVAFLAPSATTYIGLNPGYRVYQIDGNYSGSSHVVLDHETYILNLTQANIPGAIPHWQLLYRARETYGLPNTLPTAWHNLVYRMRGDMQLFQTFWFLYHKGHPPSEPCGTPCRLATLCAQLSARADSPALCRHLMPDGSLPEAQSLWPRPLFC
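Fluorescence read-out (Ex 386 nm, Em 447 nm) after stopping the reaction at pH 10. Enzyme: ASM from human placenta; substrate HMU-PC0, 9 uM final; 60 min, 37 °C. Compound preincubation 10 min, ambient temperature.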
TRPV1 agonist: human TRPV1 agonism | TRPV1-expressing cells, Fluo-8 calcium influx, agonist mode | activation, % at 8.33 µM | 320,000 compounds, 0.19% hits; in the data active = activation above about 80%; also: 0% is about no effect
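Cells expressing TRPV1 were dye-loaded with Fluo-8 and read kinetically: 10 s baseline, 3 min after compound (agonist portion), then 2 min after EC20 capsaicin (allosteric enhancer portion). Calcium-bound dye fluorescence at 480/520 nm.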
ELG1 genotoxic: inducers of genotoxicity in HEK293T ELG1-luciferase cells; 330,000 compounds, 1.3% hits; AID 504466; HEK293T ELG1-luciferase reporter, luminescence, 16 h; Potency, µM (titrated, usually from 46 µM), for the others: top-dose activity change, positive = activation, most hits filed as activators; also: potency is read from the fitted curve at half-maximal effect; % of control where 0% means no effect; nearly all actives have a fitted effect of over 60% in size
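DMSO vehicle served as control against compound-treated ELG1-luciferase HEK293T cells; exposure lasted 16 hr at 37 °C and 5% CO2, followed by ONE-Glo luminescence detection after 30 min.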
uPA generation: inhibitors of cell surface uPA generation. 330,000 compounds, 0.31% hits. Potency, µM (titrated, usually from 38.3 µM), for inactives: at the highest dose activity change, negative = inhibition, usual class: inhibitors. cell surface uPA generation assay, qHTS; active = well fitted inhibition curve with a large enough effect; tested in mouse RAW 264.7 cells; also: potency is read from the fitted curve at half-maximal effect; % is scaled to controls: 0 for no effect and ±100 for the full control effect; nearly all actives have a fitted effect of over 55% in size
a7 integrin act: activates integrin-mediated alleviation for muscular dystrophy | alpha7betagal myoblasts, beta-gal FDG fluorescence, 48 h | Potency, µM (top dose mostly 38.3 µM), without a hit: top-dose activation, most hits filed as activators | AID 624291 | 350,000 compounds, 0.064% hits;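 also: potency is read from the fitted curve at half-maximal effect; 100% = response of the positive control SU9516; nearly all actives have a fitted effect of over 60% in size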
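alpha7betagal+/- myoblasts (passage 13, 250/well) treated 48 h at 37C with compounds at 1:260 dilution of DMSO stock. Lysed, then beta-galactosidase activity read as FDG fluorescence (ex 480/em 540) after 30 min, with pre-read for autofluorescence.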
Eya2 inh: inhibitors of human Eya2 phosphatase activity | 330,000 compounds, 0.006% hits | O00167 | Potency, µM (titrated, usually from 76.9 µM), for inactives: top-dose activity, negative = inhibition, most hits filed as inhibitors | recombinant Eya2, OMFP fluorescence dephosphorylation (OMFP is methylfluorescein phosphate); also: potency is read from the fitted curve at half-maximal effect; % is scaled to controls: 0 for no effect and ±100 for the full control effect
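Eya2 protein (added as 0.2 uM solution) was preincubated with compound for 10 min at ambient temperature in 50 mM HEPES pH 7.5, 50 mM NaCl, 5 uM MgCl2, 0.05% BSA, 1 mM DTT. OMFP (added at 50 uM) then reacted 10 min; fluorescence read at 485/525 nm.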
TSG101-PTAP inh: blocks PTAP/TSG101 interaction to inhibit HIV-1 budding. 340,000 tested, under 10 active. Potency, µM (titrated, usually from 115 µM), for inactives: top-dose activity change, negative = inhibition, actives largely listed as inhibitors. Fluorescence polarization, FITC-PTAP peptide / Tsg101 binding; active = well fitted inhibition curve with a large enough effect in the main read-out, with a control signal flat, not every such curve was filed as active; also: potency is read from the fitted curve at half-maximal effect; % of control where 0% means no effect
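Fluorescence polarization binding of Tsg101 binding domain (10 uM final) to FITC-labeled PTAP peptide (50 nM final) in HEPES pH 7.5 buffer with NaCl, Tween 20, EDTA, TCEP. Compounds added before peptide; binding 20 min at RT.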
* = called active by the depositor; [ ] = dose if it differs, or a comment. Unless noted, calls follow the shape of the dose curve; as a rule, active = well fitted curve in the direction sought with a large enough effect; inconclusive = small, poorly fitted or top-dose-only effect, or another doubt; inactive = no such curve, though single readings can be large; an effect the other way counts as inactive or inconclusive.

Results for Cc1ccc(Cl)cc1N(C(=O)c1csnn1)C(C(=O)NC1CCCC1)c1ccco1 (stereo not drawn) ?
p53 reactivator: -4.3%; USP2a block: 0.9%; BRCA1 expr up: -15.8%; B2AR arrestin: -0.8%; ASM inhibitor: -1.1%; TRPV1 agonist: 3.9; ELG1 genotoxic: -5.7%; uPA generation: 9.0%; a7 integrin act: -5.8%; Eya2 inh: -22.6%; TSG101-PTAP inh: -9.6%

Results for Cc1ccc2c(c1)[nH]c1c(=O)n(CCCN3CCOCC3)cnc12 ?
p53 reactivator: 4.9%; USP2a block: -1.1%; BRCA1 expr up: 9.5%; B2AR arrestin: -0.6%; ASM inhibitor: 5.0%; ELG1 genotoxic: 6.7%; uPA generation: -1.4%; a7 integrin act: 9.0%; Eya2 inh: 21.9%; TSG101-PTAP inh: 2.8%

Results for O=C(COC(=O)CCC(=O)c1cccs1)Nc1ccccc1[N+](=O)[O-] ?
p53 reactivator: 21.2%; USP2a block: -1.4%; BRCA1 expr up: -0.3%; B2AR arrestin: 0.3%; ASM inhibitor: -2.7%; TRPV1 agonist: 6.9; ELG1 genotoxic: -0.9%; uPA generation: 25.8%; a7 integrin act: 37.7%; Eya2 inh: 1.5%; TSG101-PTAP inh: -4.0%

How did O=C(c1cccc(S(=O)(=O)N2CCc3ccccc3C2)c1)N1CCN(c2ccccc2)CC1 do in these assays?
p53 reactivator: -3.4%; USP2a block: -5.6%; BRCA1 expr up: -83.0%; B2AR arrestin: -0.4%; ASM inhibitor: -2.0%; TRPV1 agonist: 7.2; ELG1 genotoxic: -8.1%; uPA generation: -2.1%; a7 integrin act: -28.5%; Eya2 inh: -4.8%; TSG101-PTAP inh: -4.0%

What do the screens show for `Cc1ccc(OCC(O)CNCc2ccccc2)cc1C` (stereo not drawn)?
p53 reactivator: -2.1%; USP2a block: 1.3%; BRCA1 expr up: 0.7%; B2AR arrestin: -0.2%; ASM inhibitor: 4.2%; TRPV1 agonist: 6.2; ELG1 genotoxic: -1.7%; uPA generation: 2.3%; a7 integrin act: 6.7%; Eya2 inh: -6.9%; TSG101-PTAP inh: -1.8%

How did Cc1ccc([C@@H]2CC=C(C(=O)O)[C@H](c3ccc(Br)cc3)N2S(=O)(=O)c2ccccc2C)cc1 do in these assays?
p53 reactivator: -0.7%; USP2a block: -13.4%; BRCA1 expr up: 5.4%; B2AR arrestin: -0.1%; ASM inhibitor: -0.4%; ELG1 genotoxic: -4.8%; uPA generation: -0.4%; a7 integrin act: -12.1%; Eya2 inh: -9.2%; TSG101-PTAP inh: -5.8%

What do the screens show for `CCCC(C)n1[nH]c(=O)c2c(C)cc(C)nc21` (stereo not drawn)?
p53 reactivator: -3.1%; USP2a block: 1.7%; BRCA1 expr up: -14.0%; B2AR arrestin: -0.9%; ASM inhibitor: -0.8%; TRPV1 agonist: 2.9; ELG1 genotoxic: -2.6%; uPA generation: -3.0%; a7 integrin act: 20.8%; Eya2 inh: -4.3%; TSG101-PTAP inh: -2.3%

How did Cc1nnc(SCC(=O)Nc2ccc(Cl)cn2)s1 do in these assays?
p53 reactivator: 5.9%; USP2a block: 2.9%; BRCA1 expr up: 7.7%; B2AR arrestin: 0.2%; ASM inhibitor: -0.7%; TRPV1 agonist: 8.6; ELG1 genotoxic: 3.3%; uPA generation: -0.9%; a7 integrin act: 7.1%; Eya2 inh: -14.5%; TSG101-PTAP inh: -6.2%

How did O=C(Nc1ccc(N2CCN(C(=O)c3ccccc3)CC2)cc1)c1cc2ccccc2o1 do in these assays?
p53 reactivator: -8.1%; USP2a block: 1.9%; BRCA1 expr up: -66.0%; B2AR arrestin: 0.0%; ASM inhibitor: 40.4%; TRPV1 agonist: 5.7; ELG1 genotoxic: -7.1%; uPA generation: 5.0%; a7 integrin act: 15.6%; Eya2 inh: -4.3%; TSG101-PTAP inh: 0.2%

How did O=C(Nc1nnc(-c2ccc(Br)cc2)o1)c1cccc(N2C(=O)CCC2=O)c1 do in these assays?
p53 reactivator: 4.8%; USP2a block: -0.4%; BRCA1 expr up: -6.4%; B2AR arrestin: 0.0%; ASM inhibitor: -1.5%; TRPV1 agonist: -4.1; ELG1 genotoxic: 1.7%; uPA generation: -8.4%; a7 integrin act: 10.6%; Eya2 inh: 43.9%; TSG101-PTAP inh: 0.9%

Results for C/C(=N\O)C(C)/[N+]([O-])=C/c1nc(C)c(C)n1O (stereo not drawn) ?
BRCA1 expr up: -8.7%; ASM inhibitor: -0.3%; uPA generation: 1.7%; a7 integrin act: -2.1%; TSG101-PTAP inh: 0.3%

What do the screens show for `CC1(C)CC(=O)C(C=NCCN2CCN(C(=S)NC3CCCCC3)CC2)=C(O)C1`?
p53 reactivator: -4.3%; USP2a block: 0.0%; BRCA1 expr up: -4.4%; B2AR arrestin: -0.3%; ASM inhibitor: 6.3%; TRPV1 agonist: 14.3; ELG1 genotoxic: 0.3%; uPA generation: -3.7%; a7 integrin act: 6.1%; Eya2 inh: 3.7%; TSG101-PTAP inh: -1.0%

Results for COc1ccc(OC)c(/C=N\NC(=O)CSc2nnc(CCCc3ccc(OC)c(C)c3)o2)c1 ?
BRCA1 expr up: -34.3%; ASM inhibitor: 9.2%; TRPV1 agonist: -3.1; uPA generation: -1.2%; a7 integrin act: -20.3%; TSG101-PTAP inh: -2.5%

Results for CC(C)(C)CC(C)(C)NCC(O)COCCOc1ccc(Br)cc1 (stereo not drawn) ?
p53 reactivator: -35.8%[inhibitor]; USP2a block: 1.1%; BRCA1 expr up: -93.9%; B2AR arrestin: -1.4%; ASM inhibitor: -1.0%; TRPV1 agonist: -3.6; ELG1 genotoxic: -15.7%; uPA generation: -21.7%; a7 integrin act: -41.5%; Eya2 inh: -1.0%; TSG101-PTAP inh: -0.2%

How did Cc1cc(OC(=O)C(C)(C)C)c([N+](=O)[O-])c(=O)[nH]1 do in these assays?
p53 reactivator: -2.7%; USP2a block: 2.5%; BRCA1 expr up: 5.1%; B2AR arrestin: -0.9%; ASM inhibitor: 0.1%; TRPV1 agonist: -3.4; ELG1 genotoxic: -5.1%; uPA generation: -2.2%; a7 integrin act: -13.5%; Eya2 inh: -0.1%; TSG101-PTAP inh: -0.1%

How did Cc1ccccc1Nc1nc(N)nc(CSc2nc3ccccc3s2)n1 do in these assays?
p53 reactivator: -5.9%; USP2a block: -8.3%; BRCA1 expr up: 0.7%; B2AR arrestin: -0.3%; ASM inhibitor: -3.3%; TRPV1 agonist: -3.2; ELG1 genotoxic: 1.3%; uPA generation: -5.1%; a7 integrin act: -3.6%; Eya2 inh: -7.8%; TSG101-PTAP inh: 0.2%

What do the screens show for `Cc1cc(C#Cc2c(-c3ccccc3)n(C)c3ccccc23)ccc1F`?
USP2a block: 4.3%; BRCA1 expr up: 0.0%; B2AR arrestin: -0.4%; ASM inhibitor: 122.6%[activator]; TRPV1 agonist: -0.3; ELG1 genotoxic: -7.1%; uPA generation: 0.9%; a7 integrin act: -1.5%; Eya2 inh: 13.4%; TSG101-PTAP inh: -7.4%

What do the screens show for `CCCCc1nnc(NC(=O)C2CCN(c3ncnc4sc(C)c(C)c34)CC2)s1`?
p53 reactivator: -1.3%; USP2a block: -1.9%; BRCA1 expr up: -7.4%; B2AR arrestin: -0.9%; ASM inhibitor: -2.4%; TRPV1 agonist: 2.0; ELG1 genotoxic: -11.3%; uPA generation: 3.7%; a7 integrin act: 14.4%; Eya2 inh: 0.2%; TSG101-PTAP inh: -2.7%

Results for Cc1cccc(NC(=O)C2c3ccccc3C(=O)N3CCc4ccccc4C23)n1 (stereo not drawn) ?
p53 reactivator: -11.9%; USP2a block: 2.6%; BRCA1 expr up: -29.1%; B2AR arrestin: 0.3%; ASM inhibitor: -2.4%; TRPV1 agonist: -3.4; ELG1 genotoxic: 0.1%; a7 integrin act: -11.8%; Eya2 inh: -9.8%; TSG101-PTAP inh: -4.1%

What do the screens show for `CC1CCCN(c2nc3c(c(=O)n(C)c(=O)n3C)n2CCSc2nc3ccccc3s2)C1` (stereo not drawn)?
p53 reactivator: -6.7%; USP2a block: 0.1%; BRCA1 expr up: -28.2%; B2AR arrestin: 0.2%; ASM inhibitor: -16.9%; TRPV1 agonist: -0.8; ELG1 genotoxic: -6.9%; uPA generation: 1.3%; a7 integrin act: 21.9%; Eya2 inh: 13.4%; TSG101-PTAP inh: -4.0%

No enrichment for hits (roughly 2.6% active in at least one column).
